Hsp90 Hop PPI: changes Hsp90-Hop TPR2A binding signal, up or down; AlphaScreen TPR2A-His6 binding biotin-Hsp90 C-terminal peptide; Potency, µM (highest dose often 57 µM), inactives show top-dose activity change, negative = inhibition; 71,000 tested, 0.44% active; AID 595; active means well fitted curve in either direction with a large enough effect; inconclusive means small, poorly fitted or top-dose-only effect, or another doubt; further: potency means the concentration at half of the fitted maximal effect; on the % scale 0 is the no-effect control and ±100 the full control effect; many of its hits are not listed in these tables
Epigenetic mod: epigenetic GFP locus derepression in mouse cells; mouse C127i GFP locus derepression, cytometry, 30 h; Potency, µM (top dose mostly 46.1 µM), without a hit: at the top dose GFP derepression (activation); 68,000 tested, 0.09% active; AID 597; further: % of control where 0% means no effect
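Murine C127i mammary cells carrying a silenced, stably integrated CMV-driven GFP reporter were treated with compound for 30 hours at 37 C. After PBS washes, GFP-positive cells were counted by laser-scanning microplate cytometry.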
HADH2 inhib: blocks human hydroxyacyl-CoA dehydrogenase type II; Q99714; recombinant HADH2, NADH fluorescence, beta-hydroxybutyryl-CoA; Potency, µM (doses to about 57.1 µM), inactives show at the highest dose activity change, negative = inhibition, actives largely listed as inhibitors; 73,000 tested, 3.4% active; AID 886; further: potency means the concentration at half of the fitted maximal effect; on the % scale 0 is the no-effect control and ±100 the full control effect; nearly all actives have a fitted effect of over 60% in size; many of its hits are not listed in these tables
Target sequence (Q99714 whole entry, looked up, one chain of several): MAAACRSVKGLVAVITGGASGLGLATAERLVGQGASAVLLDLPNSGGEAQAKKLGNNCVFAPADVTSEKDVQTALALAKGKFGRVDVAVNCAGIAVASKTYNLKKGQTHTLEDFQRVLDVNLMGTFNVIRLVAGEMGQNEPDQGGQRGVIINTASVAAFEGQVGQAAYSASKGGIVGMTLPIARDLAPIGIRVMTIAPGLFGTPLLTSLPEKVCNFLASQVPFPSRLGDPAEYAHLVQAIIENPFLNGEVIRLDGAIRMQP
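E. coli-expressed His-tagged HADH2 tested at 20 nM in alkaline Tris buffer (pH 9.0); oxidation of 90 uM beta-hydroxybutyryl-CoA with 1 mM NAD+ tracked fluorimetrically for 4 min.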
Tau filament bind: tau filament binding. Potency, µM (doses to about 57.1 µM), inactives show top-dose activity change, negative = inhibition. 71,000 tested, 2% active. recombinant tau filaments, thioflavin S fluorescence, 15 h; filaments grown with octadecylsulfate alongside compound. P10636;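 further: potency means the concentration at half of the fitted maximal effect; on the % scale 0 is the no-effect control and ±100 the full control effect; actives lower thioflavin S fluorescence by blocking filaments or displacing dye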
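His-tagged recombinant human tau (exons 2, 3 and 10 included), 1 uM, was induced to fibrillize by 30 uM sodium octadecylsulfate with compound present. After 15 h at 37 C, thioflavine S fluorescence (ex 450, em 510 nm) was read.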
ERK AVP block: vasopressin-driven ERK pathway inhibition | HEK293-V1b, vasopressin-stimulated pERK AlphaScreen | Potency, µM (highest dose often 57.5 µM), for the others: at the top dose activity, negative = inhibition, hits mostly inhibitors | 72,000 tested, 0.99% active; further: potency means the concentration at half of the fitted maximal effect; on the % scale 0 is the no-effect control and ±100 the full control effect; nearly all actives have a fitted effect of over 55% in size
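Phosphorylated ERK1/2 detected via AlphaScreen bead proximity in lysates of V1b-expressing HEK293 cells given 25 nM vasopressin for 5 min after 30 min compound exposure (37 °C). AC50 from Hill equation; basal DMSO 0%, vasopressin 100%.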
Ub-GFP proteasome: ubiquitin-GFP accumulation via proteasome inhibition | Ubiquitin-GFP reporter cells, proteasome inhibition, GFP fluorescence; response scale: untreated = 0%, 10 µM MG-132 = 100% | Potency, µM (highest dose often 45.9 µM), for inactives: top-dose activation (GFP accumulation), most hits filed as activators | 67,000 tested, under 10 active; active means well fitted activation curve with a large enough effect, not every such curve was filed as active; inconclusive means small, poorly fitted or top-dose-only effect, or another doubt; inactive means no such curve, though single readings can be large or run the other way; further: potency means the concentration at half of the fitted maximal effect
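U2OS Ub(G76V)-GFP reporter; O/N plating, 0.5% FBS; cpd 46 uM–2.9 nM, 4 h, 37 °C; GFP+ cell count, 488/515 nm; norm. to basal vs 10 uM MG-132; CRC fit.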
Luciferase inh: firefly luciferase inhibition; P08659; purified firefly luciferase, luminescence, 8 min; Potency, µM (series often up to 57.1 µM), inactives show at the top dose activity change, negative = inhibition, actives largely listed as inhibitors; 72,000 tested, 2.2% active; AID 411; further: potency means the concentration at half of the fitted maximal effect; on the % scale 0 is the no-effect control and ±100 the full control effect; nearly all actives have a fitted effect of over 40% in size
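Here, luciferase activity is measured as luminescence following an 8 min room-temperature reaction at 10 uM ATP, pH 7.2. Every library sample is titrated.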
HBB splicing: hemoglobin beta splicing modulation; Potency, µM (titrated, usually from 46.1 µM), without a hit: at the top dose activation, usual class: activators; HBB splicing reporter cell assay, activation; EGFP reporter with mutant IVS2-654 intron; response scale: normalised to 500 nM splice-correcting PNA; 65,000 tested, 0.06% active; further: potency means the concentration at half of the fitted maximal effect; 0% is about no effect
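Compounds were applied for 2 days to HeLa EGFP-654 cells, 500/well in Optimem with 2% FCS. The reporter's EGFP is disrupted by mis-splicing of beta-globin intron IVS2-654. Readout: summed well GFP fluorescence from 488 nm laser scanning; reference was 500 nM antisense […] 654 PNA.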
15-hLO inh: 15-hLO (ALOX15) enzyme inhibition; purified 15hLO-1, xylenol orange hydroperoxide absorbance; AID 887; P16050; Potency, µM (highest dose often 57.1 µM), for the others: at the top dose activity change, negative = inhibition, hits mostly inhibitors; 74,000 tested, 1.4% active; further: potency means the concentration at half of the fitted maximal effect; on the % scale 0 is the no-effect control and ±100 the full control effect; nearly all actives have a fitted effect of over 55% in size
Target sequence (P16050 whole entry, looked up): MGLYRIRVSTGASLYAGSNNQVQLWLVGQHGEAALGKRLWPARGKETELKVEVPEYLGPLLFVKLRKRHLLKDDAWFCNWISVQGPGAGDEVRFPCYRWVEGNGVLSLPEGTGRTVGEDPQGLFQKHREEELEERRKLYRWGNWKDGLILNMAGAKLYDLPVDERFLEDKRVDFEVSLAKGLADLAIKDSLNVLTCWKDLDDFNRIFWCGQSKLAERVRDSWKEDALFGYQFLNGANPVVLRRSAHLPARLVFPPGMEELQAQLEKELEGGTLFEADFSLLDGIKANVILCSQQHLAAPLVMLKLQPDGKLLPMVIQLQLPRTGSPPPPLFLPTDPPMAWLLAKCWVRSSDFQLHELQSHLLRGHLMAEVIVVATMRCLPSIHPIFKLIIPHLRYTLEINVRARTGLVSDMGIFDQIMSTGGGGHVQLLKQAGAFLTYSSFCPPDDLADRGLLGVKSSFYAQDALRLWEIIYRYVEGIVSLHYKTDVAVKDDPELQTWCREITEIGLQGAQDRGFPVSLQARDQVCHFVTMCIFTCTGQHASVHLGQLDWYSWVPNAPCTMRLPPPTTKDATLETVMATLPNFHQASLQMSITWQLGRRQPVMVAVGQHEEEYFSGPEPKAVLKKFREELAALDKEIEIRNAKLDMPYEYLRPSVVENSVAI
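Purified human 15hLO-1 (40 nM final) in 25 mM Hepes pH 7.5, 0.01% Triton X-100 was preincubated with compound 15 min at room temperature, then reacted 6 min with 50 uM arachidonic acid; hydroperoxide detected by Fe-XO, 573/405 nm absorbance ratio.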
Pol III holo inh: blocks replication by bacterial DNA polymerase III holoenzyme; reconstituted DNA polymerase III holoenzyme replication, biochemical; Potency, µM (titrated, usually from 57.1 µM), for the others: top-dose activity change, negative = inhibition; 71,000 tested, 0.25% active; further: potency means the concentration at half of the fitted maximal effect; on the % scale 0 is the no-effect control and ±100 the full control effect
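Reconstituted *E. coli* holoenzyme (0.35 nM Pol III, 1 nM beta, 154 nM SSB, 2 nM primase) was preincubated with compound for 15 min at RT. Synthesis on 1.4 nM ssM13Gori ran 35 min, then was stopped with PicoGreen/EDTA and read as dsDNA fluorescence.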
CRE-bla Fsk: modulators of forskolin-stimulated CRE signaling in CHO cells | CHO CRE-bla reporter (cAMP response element driving beta-lactamase), forskolin EC10, beta-lactamase ratio | 71,000 tested, 2.5% active | Potency, µM (titrated, usually from 38.2 µM), for the others: at the top dose activity change, negative = inhibition, usual class: activators; active means well fitted activation curve with a large enough effect in the signal ratio, with a control signal flat, not every such curve was filed as active; inconclusive means small, poorly fitted or top-dose-only effect, or effect the other way, or a change in a side signal; the % refers to the signal ratio; further: potency means the concentration at half of the fitted maximal effect; % of control where 0% means no effect
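CRE-bla CHO cells stimulated with EC10 NKH 477 (water-soluble forskolin) and compound titrations, 3 h at 37C; beta-lactamase read with CCF4 after 2 h at room temperature. Activity from 460/530 nm emission ratio, AC50 values for positive or negative modulation.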
Active calls of the source: *; i = inactive; u = inconclusive; x = no result given; [ ] = remark or other dose. Unless noted, the call rests on the fitted dose curve; in most records, active means well fitted curve in the direction sought with a large enough effect; inconclusive means small, poorly fitted or top-dose-only effect, or another doubt; inactive means no such curve, though single readings can be large; an effect the other way counts as inactive or inconclusive. This is a subset; the hit share may differ from the screen's.

Values in the order: Hsp90 Hop PPI	Epigenetic mod	HADH2 inhib	Tau filament bind	ERK AVP block	Ub-GFP proteasome	Luciferase inh	HBB splicing	15-hLO inh	Pol III holo inh	CRE-bla Fsk
- CC(c1ccco1)N(C(=O)c1ccc(Cl)s1)c1ccccn1 (centres undefined)
    0%	4%	14%	8%	-1%	-2%	4%	-0.1%[57.5 µM]	2%	5%	3%
- CS/C(=N\S(=O)(=O)c1cccs1)Nc1ccc(N2CCOCC2)cc1
    -5%	2%	5%	-9%	-17%	-8%	0%	4.1%	7%	-26%	u
- Cc1nc2ccccc2c2oc(C(=O)NCCN3CCN(C)CC3)cc12
    -6%	3%	-1%	10%	-26%	-7%	-2%	-1.3%	3%	-8%	u
- COc1ccc(-c2noc(CCCc3ccccc3)n2)cc1OC
    u	-2%	1%	12%	38%[activator]	-1%	-5%	-3.1%[57.5 µM]	-2%	3%	u
- CCC(C)(C)N1CC(=O)N(Cc2ccccc2)C(c2ccc(OC)cc2)C1=O (centres undefined)
    -2%	3%	-13%	-6%	1%	2%	0%	0.0%[57.5 µM]	11%	-4%	0%
- O=C(COC(=O)C1CCN(C(=O)c2ccc(Cl)cc2)CC1)c1ccco1
    -2%	1%	-11%	-4%	-6%	-4%	-1%	0.1%[57.5 µM]	11%	3%	-10%
- O=C(Nc1ccc(F)cc1)N(CCCN1CCOCC1)Cc1cc2cc3c(cc2[nH]c1=O)OCCO3
    -2%	-2%	u	12%	-20%	0%	0%	x	-10%	-1%	u
- CCOC(=O)N1CCN(C(=O)CS(=O)(=O)Cc2nc(-c3ccccc3C)oc2C)CC1
    -1%	-3%	-1%	-2%	-12%	0%	1%	-1.2%	-3%	-9%	2%
- Nc1ccc(O)c([N+](=O)[O-])c1
    -2%	x	u	u	18%	x	x	-1.7%	u	1%	-9%
- O=C(NC1CCCCC1)C(c1ccc(Cl)cc1)N(C(=O)c1cnccn1)c1ccc2c(c1)OCO2 (centres undefined)
    0%	4%	6%	-11%	2%	1%	-2%	x	-2%	-2%	-4%
- CCOC(=O)Cn1c(S(=O)(=O)Cc2ccccc2)nc2ccccc21
    0%	-2%	-6%	u	-24%	3%	2%	-0.2%	-13%	-3%	-7%
- C=CCn1c(=O)c(C#N)cc2c(=O)n3ccccc3nc21
    -1%	1%	x	24%	18%	-1%	2%	-0.9%	-28%	-6%	u
- COc1ccc(-n2nnnc2SCC(=O)c2cccc(OC)c2)cc1
    6%	0%	-1%	61%	u	-4%	3%	x	-5%	1%	-5%
- CCOc1ccc(CCNC(=O)C2CC(=O)N(C3CCCC3)C2)cc1OCC (centres undefined)
    1%	-2%	3%	-2%	1%	-15%	1%	0.1%	0%	-4%	-2%
- CCOc1ccc(C(=O)c2nc3c(n2O)CCCC3)cc1
    -5%	0%	-10%	-7%	-18%	16%	2%	-0.4%	-9%	-1%	12%

Compounds shown so far with a furan ring, fused or not (three):
Values in the order: Hsp90 Hop PPI	Epigenetic mod	HADH2 inhib	Tau filament bind	ERK AVP block	Ub-GFP proteasome	Luciferase inh	HBB splicing	15-hLO inh	Pol III holo inh	CRE-bla Fsk
- CC(c1ccco1)N(C(=O)c1ccc(Cl)s1)c1ccccn1 (centres undefined)
    0%	4%	14%	8%	-1%	-2%	4%	-0.1%[57.5 µM]	2%	5%	3%
- Cc1nc2ccccc2c2oc(C(=O)NCCN3CCN(C)CC3)cc12
    -6%	3%	-1%	10%	-26%	-7%	-2%	-1.3%	3%	-8%	u
- O=C(COC(=O)C1CCN(C(=O)c2ccc(Cl)cc2)CC1)c1ccco1
    -2%	1%	-11%	-4%	-6%	-4%	-1%	0.1%[57.5 µM]	11%	3%	-10%

(next part)
Molecule | Hsp90 Hop PPI | Epigenetic mod | HADH2 inhib | Tau filament bind | ERK AVP block | Ub-GFP proteasome | Luciferase inh | HBB splicing | 15-hLO inh | Pol III holo inh | CRE-bla Fsk
CN(C)CCN1C(=O)c2oc3ccccc3c(=O)c2C1c1cccc(Br)c1 (centres undefined) | -2% | 2% | 12% | u | 17% | 2% | 2% | -3.3%[57.5 µM] | -24% | 0% | 0%
CC1(C(=O)NCc2cc(F)cc(C(F)(F)F)c2)C=CC2(CCCCC2)N1C(=O)c1ccccc1 (centres undefined) | 0% | x | 5% | -9% | 32%[activator] | x | x | -1.0% | 5% | -1% | 4%
Cn1c(=O)c2c(-c3ccccc3)n(-n3cnnc3)cc2n(C)c1=O | -21% | 0% | 1% | 4% | 14% | 5% | 2% | -0.5% | 2% | -4% | u
Cc1cc(=O)oc2cc(OCC(=O)N3CCCc4ccccc43)ccc12 | -4% | 0% | 15% | 12% | u | -1% | -1% | -0.3%[57.5 µM] | 3% | u | 12%
CCOC(=O)c1c(C)n(OCc2ccccc2)c2ccc3nonc3c12 | 30% | 0% | 25µM* | 492% | 66%[activator] | 6% | 1% | 1.2% | -7% | 1% | 10µM*
COc1ccc(N2CCN(CCCNC(=O)C3CCCN(S(=O)(=O)c4cnc[nH]4)C3)CC2)cc1 (centres undefined) | -6%[2.3 µM] | x | 3% | -30% | -1% | 0% | 2% | 0.6% | -2% | 0% | -2%
CCCS(=O)(=O)c1nc(S(=O)(=O)c2ccc(C)cc2)c(N2CCCC2)s1 | -5%[11 µM] | 0% | 4%[11.4 µM] | 56%[11.4 µM] | -4% | 2%[9.17 µM] | -4% | -3.4%[0.0738 µM] | -5%[11.4 µM] | -4%[11.4 µM] | u
Cc1cc(Cl)c(S(=O)(=O)Nc2ccon2)cc1OCC(=O)NC1CCCCC1 | -2% | 0% | -5% | -14% | -23% | 6% | 3% | -0.4% | -17% | -6% | -5%
CN(C)c1nc(Oc2ccc(C(=O)OCC(=O)Nc3ccccc3)cc2)nc(N(C)C)n1 | -13%[11 µM] | -2% | 11%[11.4 µM] | i[11.4 µM] | -7% | 15%[9.17 µM] | -3% | -3.3%[0.0738 µM] | -17%[11.4 µM] | 6%[11.4 µM] | u
CCOC(=O)CN1C(=O)SC(CC(=O)Nc2nccs2)C1=O (centres undefined) | -6% | 0% | 8% | 9% | -3% | 11% | 3% | -0.9% | 0% | 3% | -8%
Cc1nn(-c2cc(Cl)ccc2N)c(=O)c2ccccc12 | -3% | 0% | -12% | -9% | -12% | -8% | 2% | 0.5%[9.22 µM] | 3% | -8% | 7%
CCn1c(SCCN2CCCCC2)nnc1-c1ccc(S(=O)(=O)N2CCOCC2)cc1 | -5% | -1% | 12% | -12% | 5% | -1% | u | 0.2% | -12% | -4% | 4%
COC(=O)c1cc(Br)c(=O)n(-c2ccc(OC)cc2)c1 | -1% | 0% | -7% | 2% | -3% | -5% | 1% | 1.1%[0.369 µM] | 3% | 0% | -2%
O=C(CSc1nnc(-c2ccc(Cl)s2)o1)N1CCOCC1 | 1% | -2% | 6% | -4% | 17% | 14% | 2% | 0.5% | 6% | -14% | 6%
C/C(=C\C1CCCCC1)C(NC(=O)c1cccnc1)c1ccc(-c2ccccc2)cc1 (centres undefined) | -6% | x | 13% | -8% | -1% | x | x | 1.4% | x | 2% | 0%
CC(C)NC(=O)CCS(=O)(=O)c1ccc(Br)s1 | 3% | 1% | 0% | -10% | -3% | -1% | 0% | 0.6% | 6% | 0% | -6%
O=C(c1csc2c1CCCC2)N1CCN(c2ncccn2)CC1 | -5% | 0% | 2% | -13% | 15% | 6% | 4% | 0.8% | -1% | 1% | 0%
COc1nc(OC)nc(N2CCC(C(=O)Nc3cccc4c3CCCC4)CC2)n1 | -5% | -2% | 6% | -4% | 0% | -1% | -1% | x | 4% | -13% | -2%
CCN(CC)C(=O)C1CCN(CC2CC=CCC2)CC1 (centres undefined) | -5% | 1% | 1% | -1% | -13% | -1% | -2% | -0.5% | -8% | -6% | -10%
